PKM2 activator = activators of human pyruvate kinase M2. Potency, µM (doses to about 57.5 µM), for the others: at the top dose activation, most hits filed as activators. P14618. hit rate 0.34% among 260,000. purified PKM2, Kinase-Glo ATP luminescence, activation; response scale: 0% is enzyme alone, no compound; also: potency is read from the fitted curve at half-maximal effect; % is scaled to controls: 0 for no effect and ±100 for the full control effect; nearly all actives have a fitted effect of over 55% in size
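Purified hPK-M2 (>95% pure) converted ADP (0.1 mM final) to ATP with 0.5 mM PEP in 50 mM imidazole pH7.2, KCl, MgCl2, Tween 20, BSA; 1 h at room temperature. ATP detected by Kinase-Glo luminescence.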
Mito fusion act = inhibitors of mitochondrial division or activators of mitochondrial fusion; S. cerevisiae fusion-defective mutant growth rescue, CellTiterGlo 48 h; Potency, µM (highest dose often 46.1 µM), inactives show top-dose growth rescue (activation), usual class: activators; hit rate 0.23% among 320,000; AID 485298;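 also: potency is read from the fitted curve at half-maximal effect; % of control where 0% means no effect; nearly all actives have a fitted effect of over 45% in size; temperature-sensitive fusion mutants such as fzo1-1 at 37 °C on non-fermentable ethanol glycerol medium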
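Growth-rescue viability read-out: after 48 h at the non-permissive 37C in glycerol/ethanol YPEG, yeast mitochondrial fusion mutants are measured by CellTiterGlo luminescence; compounds (23 nl pinned per well) restoring growth score as division inhibitors or fusion activators.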
MBNL1 CUG block = MBNL1-poly(CUG) RNA binding inhibition; hit rate 0.036% among 280,000; TR-FRET MBNL1-His/biotin-(CUG)12 binding, 665/545 ratio; AID 2675; Q9NR56; Potency, µM (doses to about 57.5 µM), for the others: top-dose activity change, negative = inhibition, hits mostly inhibitors; active = well fitted inhibition curve with a large enough effect in the signal ratio, with a control signal flat, not every such curve was filed as active; inconclusive = small, poorly fitted or top-dose-only effect, or effect the other way, or a change in a side signal; inactive = no such curve, though single readings can be large or run the other way; the % refers to the signal ratio; also: potency is read from the fitted curve at half-maximal effect; % is scaled to controls: 0 for no effect and ±100 for the full control effect
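Ratiometric TR-FRET (665 over 545 nm, excitation 340 nm) tracks disruption of MBNL1-His/biotin-(CUG)12 complex after 60 min at room temperature, with compounds at 92 nM to 58 uM final.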
GALK inh = blocks human galactokinase activity. P51570. Purified GALK, Kinase-Glo residual ATP luminescence. Potency, µM (series often up to 57.5 µM), for the others: at the highest dose activity change, negative = inhibition, hits mostly inhibitors. hit rate 0.007% among 270,000. AID 1868; also: potency is read from the fitted curve at half-maximal effect; % is scaled to controls: 0 for no effect and ±100 for the full control effect
Target sequence (P51570 whole entry, looked up): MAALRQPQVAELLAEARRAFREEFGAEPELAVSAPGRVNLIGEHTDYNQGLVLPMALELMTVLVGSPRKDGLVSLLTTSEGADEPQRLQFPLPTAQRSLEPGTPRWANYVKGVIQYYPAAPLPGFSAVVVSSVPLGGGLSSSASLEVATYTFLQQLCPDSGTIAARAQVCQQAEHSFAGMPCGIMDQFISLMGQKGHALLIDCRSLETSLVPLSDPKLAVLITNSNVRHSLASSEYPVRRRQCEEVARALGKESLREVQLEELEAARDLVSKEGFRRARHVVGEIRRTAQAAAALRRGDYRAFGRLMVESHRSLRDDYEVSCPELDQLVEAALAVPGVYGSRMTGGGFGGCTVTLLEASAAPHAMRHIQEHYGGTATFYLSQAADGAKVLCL
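ATP-depletion format; final 35 uM ATP, 100 uM D-galactose, 5 nM enzyme; pH 8.0 HEPES/Mg2+ buffer; 60 min RT; luminescence read 10 min after detection reagent.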
Menin MLL FP TR = menin-MLL binding inhibition, Texas Red mutant peptide; Menin + Texas Red MLL mutant peptide, fluorescence polarization; Potency, µM (doses to about 61.6 µM), inactives show at the highest dose FP activity change, negative = inhibition, hits mostly inhibitors; AID 1768; hit rate 0.23% among 270,000; O00255; active = well fitted inhibition curve with a large enough effect in the polarisation, with a control signal flat, not every such curve was filed as active; inconclusive = small, poorly fitted or top-dose-only effect, or effect the other way, or a change in a side signal; inactive = no such curve, though single readings can be large or run the other way; the % refers to the polarisation; also: potency is read from the fitted curve at half-maximal effect; % of control where 0% means no effect; many of its hits are not listed in these tables
Target sequence (O00255 whole entry, looked up): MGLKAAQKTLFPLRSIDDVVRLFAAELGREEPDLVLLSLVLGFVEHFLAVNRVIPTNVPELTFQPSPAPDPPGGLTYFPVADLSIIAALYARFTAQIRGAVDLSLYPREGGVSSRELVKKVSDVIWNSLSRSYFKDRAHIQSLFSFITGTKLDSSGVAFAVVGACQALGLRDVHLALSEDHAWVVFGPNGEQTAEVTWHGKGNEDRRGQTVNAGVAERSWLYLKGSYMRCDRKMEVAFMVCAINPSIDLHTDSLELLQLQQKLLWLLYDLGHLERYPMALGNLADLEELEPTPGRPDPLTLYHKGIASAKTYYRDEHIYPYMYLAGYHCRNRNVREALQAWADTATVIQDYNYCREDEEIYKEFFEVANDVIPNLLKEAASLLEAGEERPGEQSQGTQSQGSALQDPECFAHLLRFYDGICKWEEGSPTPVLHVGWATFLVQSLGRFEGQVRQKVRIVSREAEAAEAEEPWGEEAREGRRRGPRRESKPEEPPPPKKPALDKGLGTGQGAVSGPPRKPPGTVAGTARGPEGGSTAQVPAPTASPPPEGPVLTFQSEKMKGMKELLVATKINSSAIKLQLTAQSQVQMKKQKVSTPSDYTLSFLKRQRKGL
S-ASM inh = blocks human secretory acid sphingomyelinase; P17405; placental ASM, HMU-PC fluorogenic substrate, 60 min; Potency, µM (titrated, usually from 57.5 µM), for inactives: top-dose activity change, negative = inhibition, usual class: inhibitors; hit rate 0.006% among 340,000; AID 504937; also: potency is read from the fitted curve at half-maximal effect
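Human placenta-derived ASM preincubated with compound 10 min at room temperature, then reacted with 9 uM (final) fluorogenic HMU-PC substrate for 60 min at 37 C. Stop solution raises pH to 10; fluorescence read at Ex 386/Em 447 nm.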
Eya2 inh = inhibitors of human Eya2 phosphatase activity. O00167. Potency, µM (top dose mostly 76.9 µM), inactives show at the top dose activity, negative = inhibition, actives largely listed as inhibitors. recombinant Eya2, OMFP fluorescence dephosphorylation (OMFP is methylfluorescein phosphate). hit rate 0.006% among 330,000; also: potency is read from the fitted curve at half-maximal effect; % is scaled to controls: 0 for no effect and ±100 for the full control effect
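Eya2 protein (added as 0.2 uM solution) was preincubated with compound for 10 min at ambient temperature in 50 mM HEPES pH 7.5, 50 mM NaCl, 5 uM MgCl2, 0.05% BSA, 1 mM DTT. OMFP (added at 50 uM) then reacted 10 min; fluorescence read at 485/525 nm.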
TSHR antag = human thyrotropin receptor antagonism; activity change, negative = inhibition, % at 11.5 µM; hit rate 0.2% among 330,000; TSHR-expressing cells, TSH-stimulated cAMP HTRF, 2 h; hits give low values;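 active = activity change below a set negative limit, meaning inhibition stronger than a set level, cut at about -70% in these data; inconclusive = activity change between two set negative limits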; also: % is scaled to controls: 0 for no effect and ±100 for the full control effect
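Antagonism was scored as loss of TSH-driven cAMP in TSHR cells, stimulated with 4nM TSH (EC80) for 2 hours at 37 deg C and detected by homogeneous HTRF competition immunoassay.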
BCR signal inh = chronic active BCR signaling inhibition; hit rate 0.05% among 340,000; AID 493014; Potency, µM (highest dose often 46.1 µM), without a hit: top-dose ratio change, negative = lower green/red ratio, most hits filed as inhibitors; ABC-DLBCL IkBa-CBG/CBR reporter, luminescence ratio, 4 h; active = well fitted inhibition curve with a large enough effect in the signal ratio, with a control signal flat, not every such curve was filed as active; inconclusive = small, poorly fitted or top-dose-only effect, or effect the other way, or a change in a side signal; the % refers to the signal ratio;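 also: potency is read from the fitted curve at half-maximal effect; plate controls were basal doxycycline-induced cells for no effect and cells given 10 µM MG132 for full effect; MG132 reads +100%, hits lower the ratio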
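Concentration-response series (up to 46 uM) were applied to TMD8 dual-reporter cells for 4 h at 37C with doxycycline. Green/red ratio, after filter-overlap correction, defined %Activity; red signal alone was normalised to basal cells and zero luminescence.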
hERG WT inh = KCNH2 (human, wildtype) channel inhibition. hit rate 0.37% among 340,000. activity change, % at 1.84 µM. U2OS, BacMam KCNH2, thallium flux FluxOr; hits give low values;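 active = maximum activity change below -70%; inconclusive = maximum activity change between -70% and -50%; inactive = maximum activity change above -50%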; also: % is scaled to controls: 0 for no effect and ±100 for the full control effect
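U2OS cells transduced with wild-type KCNH2 virus are loaded with FluxOr dye for 45 min, and thallium flux is measured in kinetic reads before and after stimulation buffer. Rate constants are normalized to DMSO controls.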
USP2a inh = USP2a (human) protease inhibition; USP2 core, Ub-CHOP2 coupled fluorogenic reporter, 485/531; Potency, µM (doses to about 38.3 µM), without a hit: at the top dose activity change, negative = inhibition, hits mostly inhibitors; hit rate 0.01% among 330,000;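 also: potency is read from the fitted curve at half-maximal effect; plate controls were DMSO wells for no effect and full inhibition by NEM control for full effect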
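USP2 core (10nM final) preincubated 30min RT with compound in 20mM Tris-HCl pH 8.0, 2mM CaCl2, 2mM beta-mercaptoethanol, 0.05% CHAPS; 25nM Ub-CHOP2 plus 25nM reporter substrate added, fluorescence (Ex485/Em531) read after 60min.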
Active calls of the source: *; ? = inconclusive; . = not tested or not shown; [ ] = dose if it differs, or a comment. Unless noted, calls follow the shape of the dose curve; as a rule, active = well fitted curve in the direction sought with a large enough effect; inconclusive = small, poorly fitted or top-dose-only effect, or another doubt; inactive = no such curve, though single readings can be large; an effect the other way counts as inactive or inconclusive. The list is partial; rates above refer to the full screens.

SMILES	PKM2 activator	Mito fusion act	MBNL1 CUG block	GALK inh	Menin MLL FP TR	S-ASM inh	Eya2 inh	TSHR antag	BCR signal inh	hERG WT inh	USP2a inh
COc1ccc(CCN2C(=NC(=O)C(C)C)SC3CS(=O)(=O)CC32)cc1 (configuration not stated)	-1.1%	0.7%	-7.3%	-0.4%	.	-3.0%	-7.5%	-3.1	1.7%	-3.2	-0.6%
COc1ccccc1CNC(=O)C(CCSC)NC(=O)C1CCC(C)CC1 (configuration not stated)	0.6%	-0.2%	-3.3%	2.2%	2.0%	2.1%	-7.4%	11.6	-8.7%	-14.3	-1.7%
CN1CCN(c2ccccc2NC(=O)c2cccs2)CC1	-2.7%	1.7%	2.5%	-7.3%	.	4.2%	1.1%	5.0	?	21.5	2.0%
O=C(CSc1nnc(-c2ccc(Cl)cc2)n1Cc1ccco1)c1cccs1	0.1%	9.9%	3.8%	-1.8%	0.1%	-2.7%	13.5%	1.9	0.2%	8.0	0.5%
O=C(CCC(=O)c1ccc(Cl)cc1)OCc1nc2ccsc2c(=O)[nH]1	.	-2.4%	.	.	.	2.1%	-5.5%	-4.4	0.1%	25.6	-3.8%
COc1ccc(CNC(=O)C(C)Sc2nc3ccccc3c(=O)n2CC2CCCO2)cc1 (configuration not stated)	.	-4.8%	.	.	.	-3.1%	3.2%	12.3	2.3%	-1.9	-1.0%
Cn1c(=O)c2[nH]c(-c3ccc(S(=O)(=O)O)cc3)nc2n(C)c1=O	.	1.6%	?	.	-4.0%	183.1%[activator]	7.7%	-8.7	.	0.4	.
COc1ccc(C2C(C#N)=C(N)Oc3cc(O)ccc32)cc1Cl (configuration not stated)	-1.1%	7.7%	6.3%	-10.1%	36.8%[activator]	-0.3%	1.5%	-6.0	-4.4%	-6.6	2.8%
c1ccc(CN2CCN(c3nc(-c4ccccn4)nc4ccccc34)CC2)cc1	-2.6%	3.4%	4.3%	2.2%	-5.1%	3.4%	-2.2%	10.2	?	9.7	2.1%
COc1ccc(-c2nsc3c(N4CCN(S(=O)(=O)c5ccccc5F)CC4)ncnc23)cc1	-0.5%	0.6%	-1.7%	1.2%	-1.3%	14.3%	8.2%	11.7	3.1%	-12.5	-0.1%
COC(=O)c1nnn(-c2nonc2N)c1CSc1nc2ccccc2s1	0.3%	11.0%	9.2%	0.1%	?	-9.3%	-5.5%	-2.9	0.1%	-0.2	1.7%
CC1CC(C)CN(CC(O)COCc2ccccc2)C1 (configuration not stated)	1.7%	3.0%	-5.6%	2.5%	-15.7%	3.8%	?	1.7	5.0%	-4.0	0.4%
CCOc1cc(/C=C2/C(=O)N(c3ccccc3)N=C2C)ccc1OC(=O)c1ccco1	8.3%	-4.9%	7.5%	-5.0%	?	-20.2%	2.9%	-5.6	16.8%	-4.3	-1.5%
COCCN(Cc1ccco1)C(=O)Cn1ncc2c(=O)oc3ccccc3c21	-7.8%	-2.9%	-15.8%	.	.	2.6%	16.0%	11.8	-0.4%	-5.9	0.7%
CC(=O)c1ccc(N2CCN(C(=O)COc3ccc(F)cc3)CC2)c(F)c1	-6.1%	1.7%	-10.0%	0.7%	7.3%	-0.6%	-8.2%	-18.0	3.5%	13.3	-0.7%
COc1ccc(NC2=C(NC(C)=O)C(=O)c3ccccc3C2=O)cc1	.	-24.6%	?	9.9%	-0.8%	7.3%	2.5%	-15.9	?	-5.1	1.6%
O=C(O)CCC(=O)Nc1ccc(NC(=O)c2ccc(Cl)cc2Cl)c(Cl)c1	-0.5%	-2.3%	18.3%	5.1%	19.5%	15.8%	-2.8%	3.8	5.9%	-11.2	-1.9%
CCCCN(C)c1nc(-c2ccco2)c2c(c1C#N)CC(C)(C)OC2	24.3%	-3.1%	-5.8%	1.2%	-5.2%[11.7 µM]	222.3%[activator]	-0.2%	18.0	?	-5.1	-6.0%
Cc1ccc(OCC(=O)NCCNC(=O)c2ccncc2)cc1C	.	9.0%	-7.4%	5.5%	-0.5%	-1.1%	7.0%	14.8	-7.2%	-5.6	1.2%
CC(=O)c1sc(N/N=C2\CC3CC2C(C)C3(C)C)nc1C (configuration not stated)	26.3%	-3.3%	12.2%	-2.3%	5.9%	-0.9%	-3.0%	-18.4	19.9%	1.5	2.2%

Some of these compounds in order of the TSHR antag value, low to high:
structure	TSHR antag
CC(=O)c1ccc(N2CCN(C(=O)COc3ccc(F)cc3)CC2)c(F)c1	-18.0
COc1ccc(NC2=C(NC(C)=O)C(=O)c3ccccc3C2=O)cc1	-15.9
Cn1c(=O)c2[nH]c(-c3ccc(S(=O)(=O)O)cc3)nc2n(C)c1=O	-8.7

(further entries)
SMILES	PKM2 activator	Mito fusion act	MBNL1 CUG block	GALK inh	Menin MLL FP TR	S-ASM inh	Eya2 inh	TSHR antag	BCR signal inh	hERG WT inh	USP2a inh
CCOc1nc2cnccc2n(CC(=O)Nc2ccccc2F)c1=O	.	-0.7%	-5.6%	-6.4%	.	1.6%	0.9%	4.3	0.4%	13.0	2.0%
COc1ccc(C2=NN3C(C2)c2ccccc2OC32C(=O)N(C)c3ccccc32)cc1 (configuration not stated)	-3.0%	1.9%	-2.5%	0.3%	-1.4%	42.9%	-20.1%	-10.4	-12.2%	-7.4	1.0%
Cc1ccc(C)c(NC(=O)N2CCc3ccccc3C2)c1	-7.6%	0.9%	-3.4%	-2.8%	.	0.9%	3.7%	3.6	2.3%	-0.5	-0.2%
COc1ccc(C2(CNC(=O)CCC(=O)O)CCCC2)cc1	-6.6%	-4.5%	-7.7%	-0.2%	-19.7%	-1.1%	15.1%	12.3	0.3%	-5.0	2.4%
COc1ccc2sc(N(CCCN(C)C)C(=O)c3ccc(S(=O)(=O)N4CCc5ccccc5C4)cc3)nc2c1	.	-9.8%	.	.	.	-12.4%	-15.1%	16.1	23.1%	3.2	-14.7%
COc1ccc(C(=O)N(CC(=O)NC(C)(C)C)c2ccc3c(c2)OCCO3)cc1OC	14.2%	-0.2%	-7.5%	4.7%	-6.4%	-1.2%	-7.5%	6.1	0.1%	-10.6	0.0%
Cc1sc2ncnc(N3CCC(C(=O)Nc4sc5c(c4C(N)=O)CCC(C)C5)CC3)c2c1C (configuration not stated)	.	6.0%	.	.	.	-18.2%	6.3%	-7.9	-6.1%	-3.1	2.3%
CCOC(=O)N1CCN(C(=O)c2ccc3c(c2)N=C(C)c2cc(Cl)ccc2S3)CC1	.	?	1.8%	-1.0%	-1.4%	0.2%	0.5%	-3.4	-8.8%	4.8	4.4%
COC(=O)C1(C(C[N+](=O)[O-])c2ccc(C)cc2)C(=O)NCC1c1ccco1 (configuration not stated)	-0.9%	2.7%	-2.4%	-0.3%	.	3.8%	-4.4%	-3.3	7.8%	-8.7	1.1%
Cc1cccnc1NC(N)=S	-7.4%	-3.0%	1.9%	2.9%	-5.9%	1.3%	13.8%	41.9	-0.4%	4.8	1.2%
N#CC1(c2nc3ccccc3[nH]2)CC1c1ccc2c(c1)OCO2 (configuration not stated)	-4.3%	-9.1%	-5.4%	-3.1%	7.6%	-1.8%	22.1%	3.0	-8.8%	-8.3	-0.7%
COc1ccc(-c2nc(CC(=O)Nc3cccc(S(=O)(=O)NC4=NCCC4)c3)cs2)cc1	.	-5.5%	.	.	.	-4.2%	4.9%	11.1	?	-7.9	-2.6%
CC(OC(=O)C1CC1C)C(=O)Nc1ccc(Cl)cn1 (configuration not stated)	.	1.2%	.	.	.	2.9%	-18.1%	2.9	3.3%	-0.1	-0.9%
